Source: PubChem BioAssay (National Center for Advancing Translational Sciences (NCATS))
FEN1 inh – qHTS Assay for the Inhibitors of Human Flap endonuclease 1 (FEN1) | 390,000 compounds, 0.35% hits | Potency, µM (series often up to 114 µM), inactives show at the top dose activity change, negative = inhibition, usual class: inhibitors | Recombinant FEN1 flap cleavage, fluorescence, 15 min | P39748 | AID 588795, 2011; note: nearly all actives have a fitted effect of over 65% in size
Target sequence (P39748 whole entry, looked up): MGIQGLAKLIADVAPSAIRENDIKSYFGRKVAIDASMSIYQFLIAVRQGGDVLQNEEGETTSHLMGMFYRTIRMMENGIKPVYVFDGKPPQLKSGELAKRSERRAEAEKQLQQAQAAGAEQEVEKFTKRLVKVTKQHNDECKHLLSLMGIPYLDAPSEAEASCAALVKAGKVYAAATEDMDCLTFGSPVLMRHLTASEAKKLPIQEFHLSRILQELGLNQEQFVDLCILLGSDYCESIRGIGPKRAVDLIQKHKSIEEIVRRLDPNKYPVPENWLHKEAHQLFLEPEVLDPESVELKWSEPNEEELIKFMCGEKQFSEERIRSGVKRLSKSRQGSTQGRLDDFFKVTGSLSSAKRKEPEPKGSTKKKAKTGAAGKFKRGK
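In this screen, 50 nM flap DNA substrate was added to 10 nM FEN1 pretreated with compound for 15 min at room temperature; cleavage was followed with reads at 0 and 15 min, and Hill fitting gave concentration–response parameters.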
N370S GC – qHTS Assay for Inhibitors and Activators of N370S glucocerebrosidase as a Potential Chaperone Treatment of Gaucher Disease. Lysosomal acid glucosylceramidase (Homo sapiens), P04062. N370S GC spleen homogenate, 4MU-glucoside fluorescence. Potency, µM (top dose mostly 59.4 µM), without a hit: at the top dose activity change, negative = inhibition, usual class: inhibitors. 330,000 compounds, 0.092% hits;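 note: 0% = full enzyme activity and -100% = no enzyme basal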
DT40 TDP1 CPT – qHTS for Inhibitors of human tyrosyl-DNA phosphodiesterase 1 (TDP1): qHTS in cells in presence of CPT; chicken DT40 Tdp1-/-;hTDP1 cells + 20 nM CPT, ATP luminescence, 48 h; Potency, µM (top dose mostly 46.2 µM), for the others: at the top dose activity change, negative = growth inhibition, most hits filed as inhibitors; 420,000 compounds, 12% hits; AID 686979, 2013; note: nearly all actives have a fitted effect of over 55% in size
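Cell growth measured by CellTiter-Glo luminescence after a minimum 48 h, 37 C compound exposure with 20 nM CPT in Tdp1-knockout DT40 cells stably expressing hTDP1, seeded 400/well; qHTS titration format.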
Numbers without * were called inactive; ? = inconclusive; . = no result given; & = joins results of further samples; [ ] = dose if it differs, or a comment. Calls come from the whole dose curve; as a rule, active = well fitted curve in the direction sought with a large enough effect; inconclusive = small, poorly fitted or top-dose-only effect, or another doubt; inactive = no such curve, though single readings can be large; an effect the other way counts as inactive or inconclusive. Unless noted, % is set by controls: 0 for no effect and ±100 for the full control effect; potency is the fitted concentration of half-maximal effect. This is a subset; rates above refer to the full screens.

SMILES	FEN1 inh	N370S GC	DT40 TDP1 CPT
Cc1cc(=O)c(C(=O)OC(C)C(=O)NC(N)=O)nn1-c1ccc(Cl)cc1 (stereo unspecified)	-1%	-12%	4%
FC(F)(F)c1cc(CO[C@H]2CCCN[C@H]2c2ccccc2)cc(C(F)(F)F)c1	.	?	11µM*
CC1CCN(c2nc3nonc3nc2N2CCC(C)CC2)CC1	-7%	0%	?
CC(C)(C)c1ccc(-c2n[nH]c(=S)n2-c2ccccc2)cc1	28%	6%	-16%
COCc1cc(C)nc(SCC[N+](C)(C)CC(=O)Nc2ccccc2)c1C#N	-3%	-2%	11%
Cc1cccc(Cn2c(N3CCN(C)CC3)nc3c2c(=O)n(C)c(=O)n3C)c1	-3%	0%	1%
CCOC(=O)N1CCN(C(=O)/C(=C\c2cccs2)NC(=O)c2cccs2)CC1	2%	15%	-14%
CCN(Cc1ccccc1)C(=O)c1oc2ccc(C)cc2c1C	-14%	-8%	-1%
Cc1nnc(SCC(=O)N2CCN(S(=O)(=O)c3ccccc3)CC2)s1	4%	-9%	-7%
C=CCNC(=O)CNS(=O)(=O)c1ccc(F)cc1	-6%	5%	0%
O=C(O)CSc1ccccc1C(=O)O	-13%	8%	-16%
COc1ccc(-c2cc(C(F)(F)F)nc(SCC(=O)N(C)Cc3ccccc3)n2)cc1OC	-31%	.	?
COc1ccc(OC)c(NC(=O)COC(=O)CCS(=O)(=O)c2ccc(Cl)cc2)c1	-4%	.	?
Cc1ncsc1C(=O)O	-2%	6%	1%
Fc1ccccc1N1CCN(CC2CCCCC2)CC1	19%	-2%	-20%
COc1ccc(S(=O)(=O)N2CCN(c3ncccn3)CC2)cc1[N+](=O)[O-]	22%	4%	-12%
COc1cc(CCC(=O)Oc2ccc(C(C)=O)cc2)cc(OC)c1OC	1%	-2%	-8%
COc1cc(NC(=O)CN2C(=O)C(c3ccccc3)=NC23CCCCCC3)cc(OC)c1	-12%	30%	-23%
CCCNC(=O)c1cnc2sc(N3CCCCCC3)nn2c1=O	-3%	.	-23%
CCOc1ccc(C2/C(=C(\O)c3ccc4c(c3)OCCO4)C(=O)C(=O)N2Cc2cccnc2)cc1OCC (stereo unspecified)	-7%	2%	18%
COc1ccccc1N1CC(C(=O)Nc2ccc(S(=O)(=O)N3CCOCC3)cc2)CC1=O (stereo unspecified)	?	.	-22%
CCc1ccc(OCCSc2nc3ccccc3n2CC(=O)N2CCCCC2)cc1	-15%	.	?
COc1cc(OC)c2c(C)cc(=O)oc2c1C(CCN1CCCC(C)C1)c1ccc(N(C)C)cc1 (stereo unspecified)	-27%	-15%	.
Cc1onc(-c2ccccc2)c1C(=O)Nc1ccc(Cl)c(S(=O)(=O)N2CCOCC2)c1	-11%	.	-29%

Reprinted from the results shown (two entries):
SMILES	FEN1 inh	N370S GC	DT40 TDP1 CPT
COc1ccc(OC)c(NC(=O)COC(=O)CCS(=O)(=O)c2ccc(Cl)cc2)c1	-4%	.	?
Cc1ncsc1C(=O)O	-2%	6%	1%

Following part:
SMILES	FEN1 inh	N370S GC	DT40 TDP1 CPT
O=c1cc(CSc2ncn[nH]2)[nH]c2c(Cl)cccc12	1%	.	?
CCOc1ccccc1NC(=O)COC(=O)CN1C(=O)NC(C)(C)C1=O	5%	.	-16%
Cc1c(Cl)ccc2c(C(=O)NCCN3CCCCC3)cc(-c3ccccn3)nc12	?	11%	?
COc1ccc(-c2c(NC(=O)c3ccco3)oc3c(C)cccc3c2=O)cc1	-10%	5%	-24%
COc1cccc(CNC(=O)Cn2c(=O)n(CCC(=O)N3CCCCC3)c(=O)c3sccc32)c1	-6%	-17%	-8%
COc1cc(NC(=O)Cn2nnnc2-c2ccccc2F)cc(OC)c1OC	18%	.	-13%
Cc1ccc(NC(=O)c2nn(C34CC5CC(CC(C5)C3)C4)cc2[N+](=O)[O-])cc1	-16%	4%	23µM*
O=S(=O)(c1ccc(Cl)cc1)N1CCN(c2nc(-c3cccs3)nc3ccccc23)CC1	?	0.45µM*	-3%&-9%&-1%
CC(=O)c1ccc(N2CCN(S(=O)(=O)c3ccccc3)CC2)c(F)c1	12%	16%	-2%
CCc1noc(C)c1C(=O)Nc1nc(-c2ccc(NC(C)=O)cc2)cs1	3%	-8%	16µM*
COc1ccc(N(C(=O)Cn2nnc3ccccc32)C(C(=O)NCc2ccco2)c2ccc(C)o2)cc1 (stereo unspecified)	-4%	26%	-24%
Cn1c(C(=O)NCc2cccs2)cc2c(=O)n(C)c3ccccc3c21	11%	4%	-19%

Filtered by structure: those above with a COOH group
SMILES	FEN1 inh	N370S GC	DT40 TDP1 CPT
O=C(O)CSc1ccccc1C(=O)O	-13%	8%	-16%
Cc1ncsc1C(=O)O	-2%	6%	1%

Next records follow.
SMILES	FEN1 inh	N370S GC	DT40 TDP1 CPT
CCOc1ccc(Cc2nnc(N)s2)cc1OCC	-6%	3%	2%
COc1ccccc1NC(=O)N1CCC(c2nnc(SCC(N)=O)n2C)CC1	-15%	1%	0%
O=C(Cc1ccc([N+](=O)[O-])cc1)Nc1ccc2c(c1)CCC2	-3%	3%	-6%
COc1ncc2nc(C)c(=O)n(Cc3cccs3)c2n1	.	-4%	13%
Cc1ccnc(NC(=O)CCC(=O)N(Cc2ccco2)C(C(=O)NC(C)C)c2ccc(F)cc2)c1 (stereo unspecified)	-4%	-5%	8%
NCCCC[C@H]1CN=C(N)N1CCC12CC3CC(CC(C3)C1)C2	0%	-7%	?
CSc1nc2ccc(NS(=O)(=O)c3ccc(Br)s3)cc2s1	-20%	-1%	2%
Cc1ccc(/C=N/NC(=O)C(C)Oc2cccc3ccccc23)o1 (stereo unspecified)	-10%	-1%	?
Cc1cccc(CSc2nc3c(c(=O)[nH]2)C(c2cccc(O)c2)CC(=O)N3)c1 (stereo unspecified)	3%	.	?
CCC/C(O)=C1\C(=O)CC(C)(C)CC1=Nc1ccccc1O	2%	-9%	?
Cc1ccc(OCC(=O)NNC(=S)NC(=O)C2CCCCC2)c(C)c1	-6%	5%	?
Cc1ccc(NC(=O)CSc2n[nH]c(=O)n2C2CC2)cc1S(=O)(=O)N1CCOCC1	0%	6%	?
Cc1cc2nnc(SCC(=O)N3CCCCCC3)n2c(N)n1	3%	-6%	9%
O=C(OCCN1C(=O)c2ccccc2C1=O)Oc1ccccc1	21%	-15%	-3%
CC(=O)NCC(=O)N(Cc1ccco1)C1(C(=O)NC2CCCC2)CCCCC1	-4%	6%	-9%
Cc1[nH]n(-c2ccc(Br)cc2)c(=O)c1C=Nc1ccc(S(=O)(=O)Nc2nccs2)cc1	16%	-12%	?
COC(=O)c1sc2[nH]c(=S)n(N)c(=O)c2c1C	-1%	3%	-12%
COc1ccc(-n2c(Cc3cc(=O)[nH]c(=O)[nH]3)nnc2SCC(=O)Nc2cc(C(F)(F)F)ccc2Cl)cc1	-18%	-11%	6%
CCOc1ccc(CCNC(=O)CN2N=C(c3ccccc3)CCC2=O)cc1OCC	13%	.	-21%
CCOC(=O)c1ccc(N=c2sc(C(=O)OC)cc(=O)n2Cc2ccco2)cc1	10%	8%	13µM*
COc1ccc(-c2nn(-c3ccccc3)cc2/C=N/Nc2ccc(Cl)c(C(=O)O)c2)cc1OC	-16%	0%	6%
Cc1cc2oc3ccc(NCCCN4CCOCC4)cc3c(=O)c2cc1C	-23%	.	10µM*
CC(C)NC(=O)CN1CCN(C(=O)CCl)CC1	-8%	-7%	2%
Cc1cc(C)n(CC(O)Cn2c3ccccc3c3ccccc32)n1 (stereo unspecified)	-11%	9%	-13%
CSc1nc(-c2ccccc2)[nH]c(=S)c1C(C)=O	7%	2%	-2%
Fc1ccc(-c2cc(-c3ccccc3)c3c(n2)-c2ccccc2OC3)cc1	-1%	.	?
CC12CCC(C/C1=N\OC(=O)c1c(F)cccc1F)C2(C)C (stereo unspecified)	-13%	17%	2%
CCOC(=O)C1C(c2ccc(O)c(OCC)c2)NC(=S)NC1(O)C(F)(F)F (stereo unspecified)	3%	-30%	4%
Cc1cc(C(=O)Nc2ccccc2[N+](=O)[O-])cs1	10%	-4%	-8%
COc1ccc(CN(C#N)c2nc(SC)nc(N(C)C)n2)cc1	?	25%	-64%
CCC(c1nnc(SCC(=O)N(C)c2ccccc2)n1Cc1ccccc1)N(C)C (stereo unspecified)	-1%	.	7%
CCOC(=O)N1CCC(N2Cc3cccc(C(=O)N4CCN(C5CCCCC5)CC4)c3C2=O)CC1	4%	-4%	0%
COC(=O)c1ccc(CN2CCc3ccc(NC(=O)c4ccncc4)cc3C2)cc1	-13%	-23%	?
Cc1n[nH]c(=S)n(/N=C/c2ccccn2)c1=O	6%	-2%	?
Cc1ccccc1OCC(=O)NCCC1=CCCCC1	-4%	12%	?
CC(Oc1ccc(-c2ccccc2)c(F)c1)c1ccn(S(=O)(=O)c2ccc(F)cc2)n1 (stereo unspecified)	-3%	8%	?
Cc1ccc(C)c(NC(=O)CCCN2C(=O)COc3ccc(C)cc32)c1	1%	.	?
CC(=O)Nc1cc(C(=O)N2CCc3ccccc3C2)ccc1Sc1ccc(Cl)cc1	-5%	-8%	?
Cc1cc2oc3c(c(=O)c2cc1C)C1(C(=O)N(C)c2ccccc21)N(CCO)C3=O (stereo unspecified)	-4%	.	-22%
CCCCc1nc(SCCOC)c2c(=O)n(C)c(=O)n(C)c2n1	-17%	5%	-25%
COc1ccc(CC(CC(=O)O)C(=O)Nc2ccccc2)cc1 (stereo unspecified)	2%	2%	-18%
CC(=O)c1cccc(NC(=O)c2cc3nc(-c4ccc(Br)cc4)cc(C(F)(F)F)n3n2)c1	0%	.	6.5µM*
C=CCSc1nc2ccsc2c(=O)n1-c1ccccc1	0%	11%	1%
O=S(=O)(c1ccc2oc3ccccc3c2c1)N1CCCC1	4%	-1%	-23%
CCn1cc(C(=O)O)c(=O)c2cc(F)c(N3CCN(C(=S)NC(=O)c4ccccc4Br)CC3)cc21	?	-2%	?
COc1ccc(-c2cc(C(=O)N/N=C/c3sccc3C)c3ccccc3n2)c(OC)c1	3%	11%	?
Cc1ccccc1NC(=S)N(Cc1cccnc1)Cc1ccco1	2%	-14%	15%
COc1ccc(/C=N/n2cnnc2)cc1COc1ccccn1	15%	20%	-18%
Nn1c(SCC(=O)NCC2CCCO2)nnc1-c1cc(Cl)ccc1Cl (stereo unspecified)	-8%	-3%	13%
O=C(NC(=S)N1CCc2ccccc21)c1ccccc1	-3%	-13%	21µM*
C[C@H](CO)N1C[C@H](C)[C@@H](CN(C)Cc2ccc(-c3ccccc3)cc2)Oc2c(NC(=O)Nc3ccc(C(F)(F)F)cc3)cccc2C1=O	8%	.	8.2µM*
O=C(OCc1nnc(-c2ccccc2)o1)c1ccc2c(c1)OCO2	-7%	4%	-1%
CCCCSc1nnc(-c2cc(Br)ccc2N)c(=O)[nH]1	0%	4%	-5%
COC(=O)c1c(C(=O)OC)c(-c2cccc(Cl)c2)n2c1CS(=O)(=O)C2	1%	-12%	-17%
OCC1OC(n2ccc3c(SCc4ccccc4)ncnc32)C(O)C1O (stereo unspecified)	-2%	.	-28%
CC1(C)Cc2cccc(Oc3ccc(S(=O)(=O)N4CCCC4)cn3)c2O1	0%	25%	-26%
CCOc1cc(/C=N/NC(=O)CN2CCCCC2)ccc1OCc1ccccc1	13%	-24%[12.8 µM]	-20%
Cc1c(C)c2ccc(O[C@@H]3O[C@H](CO)[C@H](O)[C@H](O)[C@H]3O)cc2oc1=O	-2%	?	2%
CNc1ncncc1-c1ccccc1CN(C)C	.	-2%	4%
Cc1ccc(S(=O)(=O)N2CCOCC2)cc1C(=O)NCc1ccccn1	-4%	.	6%

Additional compounds follow.
SMILES	FEN1 inh	N370S GC	DT40 TDP1 CPT
N#C/C(=C\c1ccc(F)c(Br)c1)C(=O)NC1CC1	12%	1%	?
Cc1cc(Br)ccc1NC(=S)Nc1cccc([N+](=O)[O-])c1	1%	-5%	?
Oc1ccc(N=Nc2ccc3ccccc3c2)cc1	-18%	-9%	-1%
CC1CC(C)CN(S(=O)(=O)c2cccc(C(=O)N3C(=O)c4cccc(N)c4C3=O)c2)C1 (stereo unspecified)	12%	5%	5%
Cn1c(=O)oc2cc(S(=O)(=O)CCC(=O)NCc3ccccc3)ccc21	0%	.	-3%
CCOC(=O)/C=C/C(=O)Nc1ccccc1C(=O)NC1CCCCC1	0%	15%	?

Fetched by structure from the entries so far (4):
SMILES	FEN1 inh	N370S GC	DT40 TDP1 CPT
Cc1cc(Br)ccc1NC(=S)Nc1cccc([N+](=O)[O-])c1	1%	-5%	?
Cn1c(=O)oc2cc(S(=O)(=O)CCC(=O)NCc3ccccc3)ccc21	0%	.	-3%
CCOC(=O)/C=C/C(=O)Nc1ccccc1C(=O)NC1CCCCC1	0%	15%	?
CC1CC(C)CN(S(=O)(=O)c2cccc(C(=O)N3C(=O)c4cccc(N)c4C3=O)c2)C1 (stereo unspecified)	12%	5%	5%
